ssDAF-12 act: S. stercoralis DAF-12 nuclear receptor activators, primary screen, cell-based, luminescence, HEK293, GRIP1 co-expression, lit1-tk-luc. HEK293 ssDAF-12/GRIP1 lit1-tk-luc reporter; % of 3 µM dafachronic acid response. AID 652126, 2013. activation, % at 6.8 µM. actives 1% (n = 370,000);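 active = activation above the mean over all tested compounds plus 3 SD, cut at about 0.9% in these data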;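 note: 0% = DMSO-only wells and 100% = 3 µM delta7-dafachronic acid wells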
PLCg1 inh: PLC-gamma1 enzyme inhibitors, primary screen, biochemical, fluorescence, purified enzyme; 1-phosphatidylinositol 4,5-bisphosphate phosphodiesterase gamma-1 (Homo sapiens), P19174; fluorogenic substrate; inhibition, % at 12.2 µM; actives 0.84% (n = 370,000); AID 720700, 2013; in the data active = inhibition above about 9.5%
ADAM10 inh: human ADAM10 inhibitors, primary screen, biochemical, QFRET, HTS; recombinant ADAM10, EDANS/DABCYL FRET peptide cleavage, 3 h; actives 0.62% (n = 370,000); AID 720582, 2013; inhibition, % at 7 µM; Disintegrin and metalloproteinase domain-containing protein 10 (Homo sapiens), O14672;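 active = inhibition above a per-campaign cutoff equal to the mean of compounds falling between control-based bounds plus 3 SD, cut at about 20% in these data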;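 note: 0% = DMSO wells while the 100% control is not disclosed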
Target sequence (O14672 214-748 limits assumed): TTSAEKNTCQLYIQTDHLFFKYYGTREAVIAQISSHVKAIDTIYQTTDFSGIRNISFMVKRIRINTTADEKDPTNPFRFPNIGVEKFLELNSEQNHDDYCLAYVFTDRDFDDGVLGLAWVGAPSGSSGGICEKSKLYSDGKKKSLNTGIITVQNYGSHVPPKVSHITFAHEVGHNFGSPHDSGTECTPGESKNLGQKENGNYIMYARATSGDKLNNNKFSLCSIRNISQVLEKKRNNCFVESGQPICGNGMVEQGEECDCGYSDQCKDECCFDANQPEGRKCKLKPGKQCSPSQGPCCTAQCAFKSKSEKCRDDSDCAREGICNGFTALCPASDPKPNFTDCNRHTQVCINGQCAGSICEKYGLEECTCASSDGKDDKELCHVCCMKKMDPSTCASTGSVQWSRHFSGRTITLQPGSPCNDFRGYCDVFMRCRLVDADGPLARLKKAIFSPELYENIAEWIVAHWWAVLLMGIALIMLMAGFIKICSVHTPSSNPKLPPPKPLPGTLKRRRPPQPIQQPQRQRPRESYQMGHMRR
hgDAF12 agonist: H. glycines DAF-12 receptor agonists, primary screen, cell-based, luminescence, HEK293, GAL4 fusion, UAS-luciferase; actives 1.8% (n = 370,000); Nuclear hormone receptor DAF-12 (Heterodera glycines), GAL4 fusion; activation, % at 6.8 µM; AID 687014, 2013; HEK293 GAL4-hgDAF12 UAS-luciferase reporter, agonist luminescence; normalized to butyrate control;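 active = activation above a cutoff set at the mean of all screened compounds plus 3 SD, cut at about 10% in these data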;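 note: 0% = DMSO wells and 100% = sodium butyrate wells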
hcDAF-12 act: H. contortus DAF-12 nuclear receptor activators, primary screen, cell-based, luminescence, HEK293, lit1-tk-luc reporter; HEK293 hcDAF-12 lit1-tk-luc reporter; 0% DMSO, 100% Δ7-dafachronic acid; activation, % at 6.8 µM; actives 1.4% (n = 370,000); AID 652067, 2013;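 active = activation above the mean of all tested compounds plus 3 SD, cut at about 5.5% in these data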;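 note: 100% = response to 3 µM Δ7-dafachronic acid high control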
ADAM17 inh: ADAM17 inhibitors, primary screen, biochemical, QFRET; Disintegrin and metalloproteinase domain-containing protein 17 (Homo sapiens), P78536; recombinant ADAM17, EDANS/DABCYL FRET peptide cleavage; inhibition, % at 6.95 µM; actives 0.83% (n = 370,000);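 active = inhibition above the mean of compounds lying between control limits plus 3 SD, set per campaign, cut at about 8.5% in these data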;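 note: 0% = DMSO-only wells as the low control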
PLCb3 inh: human PLC-beta3 inhibitors, primary screen, biochemical, fluorescence; Purified PLC-beta3, fluorogenic substrate; inhibition, % at 12.2 µM; actives 0.18% (n = 370,000); in the data active = inhibition above about 11%;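 note: 0% = median of compound wells on plate and 100% = full blocker control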
sPLA2-III inh: human group III sPLA2 inhibitors, primary screen, biochemical, QFRET, BODIPY PC-A2 liposome substrate | Group 3 secretory phospholipase A2 (Homo sapiens), Q9NZ20 | QFRET BODIPY PC-A2 liposome hydrolysis, fluorescence | inhibition, % at 12.2 µM | actives 0.56% (n = 370,000) | AID 743126, 2013;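 active = inhibition above mean plus 3 SD of compounds lying within the high and low control bounds, cut at about 19% in these data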;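 note: 0% = median of test compound wells and 100% = no enzyme DMSO wells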
Target sequence (Q9NZ20 whole entry, looked up): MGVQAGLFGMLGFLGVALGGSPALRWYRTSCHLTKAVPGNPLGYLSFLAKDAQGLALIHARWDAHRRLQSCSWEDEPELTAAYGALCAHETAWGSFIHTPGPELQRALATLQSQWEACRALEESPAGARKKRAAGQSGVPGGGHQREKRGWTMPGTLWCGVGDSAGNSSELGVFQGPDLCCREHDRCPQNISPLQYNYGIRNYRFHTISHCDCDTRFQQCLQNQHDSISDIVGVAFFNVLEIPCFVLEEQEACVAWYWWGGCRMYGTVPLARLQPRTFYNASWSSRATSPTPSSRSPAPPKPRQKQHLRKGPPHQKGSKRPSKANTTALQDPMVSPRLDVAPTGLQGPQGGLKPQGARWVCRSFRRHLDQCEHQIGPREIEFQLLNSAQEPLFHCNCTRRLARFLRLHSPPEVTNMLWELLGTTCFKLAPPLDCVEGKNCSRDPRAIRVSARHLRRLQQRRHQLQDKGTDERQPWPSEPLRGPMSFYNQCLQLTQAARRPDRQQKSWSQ
FXN GAA850 act: FXN promoter activators, primary screen, cell-based, luciferase luminescence, HEK293 lucGAA850 | HEK293 lucGAA850 FXN promoter luciferase reporter, 24 h; percent of 10 µM SAHA response | activation, % at 6 µM | actives 0.56% (n = 360,000) | AID 540364, 2011;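 active = activation above the average of all compounds screened plus 3 SD, cutoff fixed separately per campaign, cut at about 7.5% in these data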;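 note: 0% = DMSO wells and 100% = 10 µM SAHA wells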
DAX1 inh-1: DAX1 (NR0B1) inhibitors, primary screen, cell-based, HEK293, Gal4-DAX1, luciferase luminescence. Nuclear receptor subfamily 0 group B member 1 (Homo sapiens), P51843. HEK293 Gal4-DAX1 luciferase reporter. inhibition, % at 6.75 µM. actives 0.99% (n = 340,000). AID 504766, 2011;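 active = inhibition above the mean over all tested compounds plus 3 SD, cut at about 4.2% in these data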;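 note: 0% = DAX1-transfected cells with DMSO and 100% = empty-vector control cells with DMSO; inhibition shows as a rise in luminescence from relieved DAX1 repression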
DAX1 inh-2: DAX1 (NR0B1) inhibitors on StAR promoter, primary screen, cell-based, luminescence, SF-1 (NR5A1), full-length DAX-1. HEK293T StAR-luciferase reporter, SF-1/DAX-1 repression relief. inhibition, % at 6.8 µM. actives 1.1% (n = 370,000). AID 652010, 2013;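 active = inhibition above the mean over all tested compounds plus 3 SD, cut at about 3.6% in these data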;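 note: 0% = DAX-1 cells with DMSO and 100% = cells lacking DAX-1 with DMSO; higher inhibition means more luminescence from relief of DAX-1 repression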
Starred values were filed as active, the others as inactive.

CC1Cc2ccccc2N1C(=O)COC(=O)/C=C/c1ccc(F)cc1 (centres undefined) was read as ssDAF-12 act -0.8, PLCg1 inh -3, ADAM10 inh -8, hgDAF12 agonist -1.4, hcDAF-12 act 0.9, ADAM17 inh -4, PLCb3 inh -10, sPLA2-III inh 2, FXN GAA850 act 0.7, DAX1 inh-1 -0.4 and DAX1 inh-2 0.1.
`CCC(C)NC(=O)C1c2ccccc2C(=O)N(c2ccc(OC)cc2)C1c1ccc(OC)cc1` (centres undefined) gave ssDAF-12 act -0.9, PLCg1 inh 0, ADAM10 inh 4, hgDAF12 agonist -1.6, hcDAF-12 act -2.7, ADAM17 inh 1, PLCb3 inh 4, sPLA2-III inh -6, FXN GAA850 act 4.0, DAX1 inh-1 -1.2 and DAX1 inh-2 -0.8.
For O=C(CSC(=S)N1CCCC1)N(Cc1nnc(-c2ccccc2Cl)o1)C1CC1 the results were ssDAF-12 act -1.2, PLCg1 inh 1, ADAM10 inh -8, hgDAF12 agonist -3.2, hcDAF-12 act -1.4, ADAM17 inh -2, PLCb3 inh -9, sPLA2-III inh 10, FXN GAA850 act 0.4, DAX1 inh-1 -0.1 and DAX1 inh-2 -2.9.
For O=C(CN1CCN(Cc2ccccc2Cl)CC1)N/N=C/c1ccccn1 the results were ssDAF-12 act -1.5, PLCg1 inh -3, ADAM10 inh -3, hgDAF12 agonist 2.4, hcDAF-12 act -0.5, ADAM17 inh -4, PLCb3 inh -9, sPLA2-III inh 1, FXN GAA850 act 3.6, DAX1 inh-1 -1.7 and DAX1 inh-2 0.0.
`CCOc1ccc(NC(=O)c2ccco2)cc1` gave ssDAF-12 act 0.1, PLCg1 inh 0, ADAM10 inh 4, hgDAF12 agonist 15*, hcDAF-12 act 2.3, ADAM17 inh 2, PLCb3 inh 1, sPLA2-III inh 3, FXN GAA850 act 1.9, DAX1 inh-1 0.2 and DAX1 inh-2 3.6.
Screening O=C1C2C3CCC(CC3)C2C(=O)N1c1ccccc1 (centres undefined) returned ssDAF-12 act -0.9, PLCg1 inh -3, ADAM10 inh 0, hgDAF12 agonist -0.9, hcDAF-12 act -1.1, ADAM17 inh -4, PLCb3 inh -6, sPLA2-III inh 2, FXN GAA850 act 0.5, DAX1 inh-1 -0.6 and DAX1 inh-2 0.0.
CN(Cc1ccccc1)C(=O)[C@@H]1CCCN1C(=O)[C@@H]1CCCN1C(=O)c1ccccc1 was read as ssDAF-12 act -0.7, PLCg1 inh 1, ADAM10 inh -26, hgDAF12 agonist 4.2, hcDAF-12 act -1.7, ADAM17 inh -3, PLCb3 inh 4, sPLA2-III inh 12 and DAX1 inh-2 2.7.
C[C@@H](C(=O)NCCCCCC(=O)O)n1nnc2ccccc2c1=O was read as ssDAF-12 act -1.0, PLCg1 inh 0, ADAM10 inh -4, hgDAF12 agonist 1.2, hcDAF-12 act 0.4, ADAM17 inh -3, PLCb3 inh -2, sPLA2-III inh -1, FXN GAA850 act 0.6, DAX1 inh-1 1.1 and DAX1 inh-2 0.8.
Screening CC(C)NC(=O)NC(=O)COC(=O)c1c2c(nc3ccccc13)CCC2 returned ssDAF-12 act -1.7, PLCg1 inh -15, ADAM10 inh -36, hgDAF12 agonist -9.0, hcDAF-12 act -5.3, ADAM17 inh -10, PLCb3 inh -19, sPLA2-III inh -10, FXN GAA850 act -5.9, DAX1 inh-1 -3.3 and DAX1 inh-2 -1.6.
For COC(=O)c1ccccc1NC(=O)CSc1nc(-c2ccco2)cc(C(F)(F)F)n1 the results were ssDAF-12 act -1.4, PLCg1 inh -4, ADAM10 inh 2, hgDAF12 agonist -0.5, hcDAF-12 act 0.3, ADAM17 inh 2, PLCb3 inh 3, sPLA2-III inh 2, FXN GAA850 act -1.0, DAX1 inh-1 0.0 and DAX1 inh-2 -0.8.
For CC(=O)NC1=NC(=O)/C(=C/c2cc(C)n(-c3cccc(C(=O)O)c3)c2C)S1 the results were ssDAF-12 act -1.0, PLCg1 inh -26, ADAM10 inh -17, hgDAF12 agonist 0.5, hcDAF-12 act -1.5, ADAM17 inh -5, PLCb3 inh -34, sPLA2-III inh -6, FXN GAA850 act 1.6 and DAX1 inh-2 -0.1.
Screening CN1CCN(c2nc(-c3cccs3)cc(C(F)(F)F)n2)CC1 returned ssDAF-12 act -1.4, PLCg1 inh -8, ADAM10 inh -57, hgDAF12 agonist -0.3, hcDAF-12 act -1.0, ADAM17 inh -9, PLCb3 inh -9, sPLA2-III inh -5, FXN GAA850 act -1.1, DAX1 inh-1 -0.4 and DAX1 inh-2 -1.2.
`Cc1ccc(-n2c(SCC(=O)Nc3ccc(S(=O)(=O)Nc4cc(C)nc(C)n4)cc3)nnc2-c2ccncc2)cc1` gave ssDAF-12 act -1.8, PLCg1 inh -11, ADAM10 inh -18, hgDAF12 agonist 3.4, hcDAF-12 act -1.0, ADAM17 inh -5, PLCb3 inh -14, sPLA2-III inh -75 and DAX1 inh-2 0.1.
For OCCN1CCN(c2nc(-c3ccccc3)nc3c2oc2ccccc23)CC1 the results were ssDAF-12 act -1.2, PLCg1 inh -5, ADAM10 inh -1, hgDAF12 agonist 1.6, hcDAF-12 act -0.3, ADAM17 inh -5, PLCb3 inh -9, sPLA2-III inh -3, FXN GAA850 act 0.9, DAX1 inh-1 0.2 and DAX1 inh-2 -1.1.
For O=C(Cn1c(C(=O)O)cc2ccccc21)c1ccccc1 the results were ssDAF-12 act -1.0, PLCg1 inh -3, ADAM10 inh 10, hgDAF12 agonist -0.5, hcDAF-12 act 2.9, ADAM17 inh 0, PLCb3 inh -6, sPLA2-III inh -2, FXN GAA850 act -0.7, DAX1 inh-1 -1.4 and DAX1 inh-2 0.1.
For C[C@@H]1CN([C@H](C)CO)C(=O)c2cc(NS(=O)(=O)c3ccc(F)cc3)ccc2O[C@@H]1CN(C)Cc1ccc(Cl)c(Cl)c1 the results were ssDAF-12 act -1.2, PLCg1 inh 3, ADAM10 inh 14, hgDAF12 agonist 3.5, hcDAF-12 act -0.2, ADAM17 inh 9.6*, PLCb3 inh 4, sPLA2-III inh -64, FXN GAA850 act 0.3, DAX1 inh-1 0.4 and DAX1 inh-2 -0.6.
`CN1CCN(C(=O)c2cnn(-c3ccccc3)c2NC(=O)c2ccc(Br)cc2)CC1` gave ssDAF-12 act -1.1, PLCg1 inh 3, ADAM10 inh -18, hgDAF12 agonist -0.5, hcDAF-12 act 0.1, ADAM17 inh -1, PLCb3 inh 1, sPLA2-III inh -5, FXN GAA850 act 1.4, DAX1 inh-1 -0.1 and DAX1 inh-2 -0.6.
For CNC(=O)c1sc(SC)cc1-c1ccc(Cl)cc1 the results were ssDAF-12 act -1.4, PLCg1 inh -1, ADAM10 inh 3, hgDAF12 agonist -0.8, hcDAF-12 act -2.3, ADAM17 inh -4, PLCb3 inh -1, sPLA2-III inh 5, FXN GAA850 act 2.4, DAX1 inh-1 0.5 and DAX1 inh-2 -0.7.
For CC(c1ccco1)N(C(=O)c1ccc(S(=O)(=O)N2CCCCC2)cc1)c1ccccn1 (centres undefined) the results were ssDAF-12 act -1.2, PLCg1 inh 1, ADAM10 inh -1, hgDAF12 agonist 0.6, hcDAF-12 act -1.9, ADAM17 inh -4, PLCb3 inh 0, sPLA2-III inh -3, FXN GAA850 act 0.5, DAX1 inh-1 0.2 and DAX1 inh-2 -0.9.
For O=C(Nc1cccc(S(=O)(=O)N2CCCCCC2)c1)c1cncc(Br)c1 the results were ssDAF-12 act -1.1, PLCg1 inh 3, ADAM10 inh -6, hgDAF12 agonist -3.6, hcDAF-12 act -0.4, ADAM17 inh 0, PLCb3 inh 2, sPLA2-III inh -18, FXN GAA850 act 0.5, DAX1 inh-1 -3.1 and DAX1 inh-2 -1.6.

2 compounds drawn at random from the list so far:
For CC(=O)NC1=NC(=O)/C(=C/c2cc(C)n(-c3cccc(C(=O)O)c3)c2C)S1 the results were ssDAF-12 act -1.0, PLCg1 inh -26, ADAM10 inh -17, hgDAF12 agonist 0.5, hcDAF-12 act -1.5, ADAM17 inh -5, PLCb3 inh -34, sPLA2-III inh -6, FXN GAA850 act 1.6 and DAX1 inh-2 -0.1.
For CNC(=O)c1sc(SC)cc1-c1ccc(Cl)cc1 the results were ssDAF-12 act -1.4, PLCg1 inh -1, ADAM10 inh 3, hgDAF12 agonist -0.8, hcDAF-12 act -2.3, ADAM17 inh -4, PLCb3 inh -1, sPLA2-III inh 5, FXN GAA850 act 2.4, DAX1 inh-1 0.5 and DAX1 inh-2 -0.7.

(cont.)
Screening COCCCN(C(=O)c1cc2c(s1)CCCCC2)c1c(N)n(Cc2ccccc2)c(=O)[nH]c1=O returned ssDAF-12 act -1.4, PLCg1 inh 1, ADAM10 inh 20*, hgDAF12 agonist -0.1, hcDAF-12 act -1.1, ADAM17 inh 3, PLCb3 inh 2, sPLA2-III inh -5, FXN GAA850 act 2.8, DAX1 inh-1 -1.5 and DAX1 inh-2 -0.3.
COC(=O)[C@H](C(C)C)N1Cc2nnn(Cc3ccc(C)cc3)c2-c2cc(F)ccc2S1(=O)=O was read as ssDAF-12 act -1.2, PLCg1 inh 0, ADAM10 inh 8, hgDAF12 agonist -3.1, hcDAF-12 act -0.3, ADAM17 inh 3, PLCb3 inh 1, sPLA2-III inh -9 and DAX1 inh-2 -0.6.
`O=C(CCC(=O)Nc1ccc(Br)cc1)N/N=C/c1cc([N+](=O)[O-])ccc1O` gave ssDAF-12 act -1.1, PLCg1 inh -1, ADAM10 inh -11, hgDAF12 agonist -2.6, hcDAF-12 act -0.4, ADAM17 inh -5, PLCb3 inh -2, sPLA2-III inh 6, FXN GAA850 act 0.1, DAX1 inh-1 0.1 and DAX1 inh-2 0.8.
For O=C(NCc1ccccc1)c1ccc(CO)cc1 the results were ssDAF-12 act -0.1, PLCg1 inh 0, ADAM10 inh -3, hgDAF12 agonist -1.6, hcDAF-12 act -1.8, ADAM17 inh -7, PLCb3 inh 1, sPLA2-III inh 3 and DAX1 inh-2 -0.7.
`O=C(Nc1ccccc1Cl)c1cc(C2CCCCN2S(=O)(=O)c2ccc(F)cc2F)on1` (centres undefined) gave ssDAF-12 act -0.8, PLCg1 inh 4, ADAM10 inh 9, hgDAF12 agonist -0.2, hcDAF-12 act -2.2, ADAM17 inh 2, PLCb3 inh -1, sPLA2-III inh -1, FXN GAA850 act -1.4 and DAX1 inh-2 0.5.

Screening data (PubChem)
